Screening data deposited in PubChem by NCI.
NCI-60 one-dose screen, 48 h, at 10 µM unless noted. Numbers give growth in % (100 = growth as untreated, 0 = no growth, -100 = all killed).
NCI-H460: NCI-H460 lung cancer; hit rate 6.8% among 82,000
A498: A498 renal cancer cells; hit rate 5.4% among 76,000; AID 1794774
NCI-H322M: NCI-H322M lung cancer. hit rate 2.7% among 80,000. AID 1794733
COLO 205: COLO 205 colon cancer | hit rate 7.3% among 79,000
HT29: HT29 colon cancer. hit rate 7.4% among 81,000
RXF 393: RXF 393 renal cancer cells | hit rate 6.9% among 77,000 | AID 1794773
NCI-H226: NCI-H226 lung cancer. hit rate 3.5% among 79,000
NCI-H522: NCI-H522 lung cancer | hit rate 8% among 78,000
NCI-H23: NCI-H23 lung cancer. AID 1794731. hit rate 4% among 80,000
* hit, by the source's call; . = not tested or not shown; & = joins results of further samples. The calls were made as follows: active = growth percent below 10; inactive = the rest.

The opening 5 entries as a preview:
SMILES	NCI-H460	A498	NCI-H322M	COLO 205	HT29	RXF 393	NCI-H226	NCI-H522	NCI-H23
COC(=O)C1(CC(=O)c2cc(Cl)ccc2Cl)NC(=S)NC(=O)C1C#N (stereo unspecified)	123	113	105	133	113	98	96	101	107
COc1cc(C2=Nc3c(N)ncnc3NC(c3sc(Cl)nc3Cl)C2)cc(OC)c1OC (stereo unspecified)	88	71	87	88	72	85	84	67	93
CCOc1ccc([N+](=O)[O-])cc1	106	87	96	111	106	104	99	104	99
Nc1ncnc2c1c(C(F)(F)F)cn2[C@@H]1O[C@H](CO)[C@@H](O)[C@H]1O	7.6*	-43*	20	-42*	1.4*	-45*	-14*	-14*	2.3*
O=C(NCc1ccc(Cl)cc1Cl)C1CCC(=O)N1C(=O)Nc1ccc(Cl)nc1 (stereo unspecified)	.	106	91	.	103	121	103	79	107

This part in full, previewed entries included:
SMILES	NCI-H460	A498	NCI-H322M	COLO 205	HT29	RXF 393	NCI-H226	NCI-H522	NCI-H23
COC(=O)C1(CC(=O)c2cc(Cl)ccc2Cl)NC(=S)NC(=O)C1C#N (stereo unspecified)	123	113	105	133	113	98	96	101	107
COc1cc(C2=Nc3c(N)ncnc3NC(c3sc(Cl)nc3Cl)C2)cc(OC)c1OC (stereo unspecified)	88	71	87	88	72	85	84	67	93
CCOc1ccc([N+](=O)[O-])cc1	106	87	96	111	106	104	99	104	99
Nc1ncnc2c1c(C(F)(F)F)cn2[C@@H]1O[C@H](CO)[C@@H](O)[C@H]1O	7.6*	-43*	20	-42*	1.4*	-45*	-14*	-14*	2.3*
O=C(NCc1ccc(Cl)cc1Cl)C1CCC(=O)N1C(=O)Nc1ccc(Cl)nc1 (stereo unspecified)	.	106	91	.	103	121	103	79	107
CCC(=O)Oc1c(Br)cc(C(C)(C)C)cc1Br	101	79	105	111	99	119	101	99	96
O=C1[C@@H]2Cc3c([nH]c4ccccc34)[C@H](c3ccc(Cl)cc3)N2C(=O)CN1C1CCN(CC2CCCCC2)CC1	98	104	87	99	92	98	83	90	94
O=C(CNc1ccccc1)Nn1c(COc2ccccc2)nc2ccccc2c1=O	106	94	107	126	106	88	99	84	107
CC1N=C(SCC(=O)c2ccc(Cl)cc2)N2C(C)N=C(SCC(=O)c3ccc(Cl)cc3)N12 (stereo unspecified)	105	109	104	109	108	113	93	95	101
CC(C)(C)NC[C@H](O)c1ccc(O)c(CO)c1	116	111	98	.	104	106	110	.	93
COc1ccc(-c2nn(-c3ccccc3)cc2-c2nc3ccccc3s2)cc1	87	.	100	108	94	102	87	87	81
Cc1ccc(-c2csc(NC(=O)c3cc(-c4ccccc4)nc4ccc(Cl)cc34)n2)cc1	118	.	90	96	92	109	90	88	83
NS(=O)(=O)c1ccc(CCn2c(SCC(=O)N/N=C/c3ccc(O)cc3)nc3ccccc3c2=O)cc1	112	101	101	114	100	93	84	90	106
O=C(CSc1nnc(CN2CCN(c3cc4c(cc3F)c(=O)c(C(=O)O)cn4C3CC3)CC2)o1)c1ccccc1	96	94	96	107	103	113	86	86	86
CC1(C)CC[C@]2(CO)CC[C@]3(C)C([C@H](O)C[C@@H]4[C@@]5(C)CC[C@H](O)C(C)(C)[C@@H]5CC[C@]43C)[C@@H]2C1 (stereo partly specified)	103	.	99	113	104	102	96	92	102
COC1(CO)CCN(c2nnnn2Cc2ccc(F)c(C)c2)CC1	100	89	94	115	107	108	97	103	106
COc1cc(/C=C2\CN(S(=O)(=O)c3ccccc3)C/C(=C\c3cc(CN4CCCCC4)c(O)c(OC)c3)C2=O)cc(CN2CCCCC2)c1O	-63*	95	-30*	-4.5*	-67*	-88*	43	-47*	-75*
COc1cc2c3c(n(CCCNC4CCCC4)c(=O)c2cc1OC)-c1cc2c(cc1C3=O)OCO2	-74*	80	6.3*	-90*	-55*	50	80	55	-63*
COc1ccc(N=CC2CCCCC2=O)c([N+](=O)[O-])c1 (stereo unspecified)	112	93	96	95	73	92	91	80	95
CCN1C(=O)N(CC)C2SC(N/N=C/c3ccccc3F)=NC21 (stereo unspecified)	5.0*	-22*	53	-48*	0.7*	46	45	-36*	32

3 entries out of the list, ordered by length of the SMILES, smallest number first.
SMILES	NCI-H460	A498	NCI-H322M	COLO 205	HT29	RXF 393	NCI-H226	NCI-H522	NCI-H23
CCOc1ccc([N+](=O)[O-])cc1	106	87	96	111	106	104	99	104	99
Cc1ccc(-c2csc(NC(=O)c3cc(-c4ccccc4)nc4ccc(Cl)cc34)n2)cc1	118	.	90	96	92	109	90	88	83
COc1cc(/C=C2\CN(S(=O)(=O)c3ccccc3)C/C(=C\c3cc(CN4CCCCC4)c(O)c(OC)c3)C2=O)cc(CN2CCCCC2)c1O	-63*	95	-30*	-4.5*	-67*	-88*	43	-47*	-75*

The list goes on:
SMILES	NCI-H460	A498	NCI-H322M	COLO 205	HT29	RXF 393	NCI-H226	NCI-H522	NCI-H23
Cc1nn(-c2ccc(Cl)cc2)c(=O)n1CCn1c(C)nc2ccccc21	100	84	99	113	99	109	101	88	96
COc1ccccc1C1(CCC#N)CCCCC1=O (stereo unspecified)	105	87	104	106	99	97	97	95	103
Cn1cc2cc(/C=C3\NC(=NC45CC6CC(CC(C6)C4)C5)NC3=O)ccc2n1	76	59	83	68	99	78	90	40	81
C#CCn1cc(C=C2C(=O)NC(=S)NC2=O)c2cc(Cl)ccc21	15	-1.8*	80	33	14	.	62	51	-4.8*
N=C(N)Oc1ccc(Cl)cc1	101	105	.	116	105	117	104	96	98
CCOC(=O)CN1CCC(C(=O)OCC)CC1	108	92	124	112	104	127	107	96	102
Cn1cnc2c(SCCO)ncnc21	104	93	107	110	96	96	97	92	99
CSc1ncc2[nH]c(C(O)c3ccccc3)nc2n1 (stereo unspecified)	91	.	.	104	106	103	76	83	79
Cc1c(C(=O)NCCc2ccccc2)sc2ncc(-c3ccc(Br)cc3)n12	103	81	100	115	104	112	101	77	98
Cn1c(=O)c2c(nc(Cc3ccccc3)n2C)n(C)c1=O	107	.	137	117	115	119	103	94	112

Full records from above. Order of values: NCI-H460	A498	NCI-H322M	COLO 205	HT29	RXF 393	NCI-H226	NCI-H522	NCI-H23
Cc1c(C(=O)NCCc2ccccc2)sc2ncc(-c3ccc(Br)cc3)n12 is entered as 103	81	100	115	104	112	101	77	98
CCOC(=O)CN1CCC(C(=O)OCC)CC1 is entered as 108	92	124	112	104	127	107	96	102
C#CCn1cc(C=C2C(=O)NC(=S)NC2=O)c2cc(Cl)ccc21 is entered as 15	-1.8*	80	33	14	.	62	51	-4.8*

The list goes on:
SMILES	NCI-H460	A498	NCI-H322M	COLO 205	HT29	RXF 393	NCI-H226	NCI-H522	NCI-H23
CCCCCCCCCCCCCCCCCCNC(=O)[C@H]1CSC(c2ccc(F)c(OC)c2)N1 (stereo partly specified)	-78*	6.2*	-22*	20	-85*	-94*	-69*	7.1*	5.2*
COc1cc(-c2nc(SCCC(C)C)nc(-n3ccnc3)c2C#N)cc(OC)c1OC	104	89	102	105	96	162	98	82	98
CNS(=O)(=O)Cc1ccc2[nH]cc(CCN(C)C)c2c1	104	103	106	115	107	107	100	98	.
Cc1ccc(C(=O)NN2C(=O)CSC2c2ccccc2[N+](=O)[O-])cn1 (stereo unspecified)	104	109	85	102	105	86	77	88	87
CCn1c(O)c(C=Nc2ccccc2)s/c1=N/Nc1nc(-c2ccccc2)cs1	104	88	100	94	93	113	96	83	91
O=C(Nc1ccc(Br)cc1)C1=NCCCCN1	90	96	98	110	86	110	93	83	85
CCCC1OC(CCc2ccccc2)OCC1CC (stereo unspecified)	111	94	111	111	120	110	104	122	102
O=C(CSc1oc(-c2ccccc2)nc1S(=O)(=O)c1ccc(Br)cc1)Nc1ccc(F)cc1	39	77	87	86	71	31	61	84	66
CC(=O)N(CC#CCN(C(C)=O)c1ccccc1)c1ccccc1	104	.	113	105	90	109	105	77	96
Cc1ccc(S(=O)(=O)/C(=C\c2ccc(Cl)cc2)C(=O)c2ccc(-c3ccccc3)cc2)cc1	113	120	106	107	115	104	105	106	110
CCOc1cc(/C=C/C(=O)C(C(=O)/C=C/c2ccc(OC(=O)CNc3nc4ccccc4[nH]3)c(OCC)c2)C(=O)CNc2nc3ccccc3[nH]2)ccc1OC(=O)CNc1nc2ccccc2[nH]1	-27*	-9.5*	23	-42*	-100*	-71*	-11*	.	6.9*
CCCCCCOC(=O)CC1=C(C)/C(=C/c2[nH]c(-c3ccc[nH]3)cc2OC)N=C1C	-23*	-49*	11	-83*	1.3*	-56*	-31*	-50*	-29*
CCOC(=O)c1c(Nc2ccccc2)nn2c(N)c(C#N)c(-c3ccc(Cl)cc3Cl)nc12	88	.	86	109	92	80	85	82	.
COc1ccc([C@H]2C(C(=O)c3ccc(O)cc3)C3(N[C@@H]2c2ccccc2)C(=O)Nc2ccccc23)cc1 (stereo partly specified)	57	67	73	89	67	60	72	70	80
CC(=O)C(=Cc1ccc(C=C(C(C)=O)C(C)=O)cc1)C(C)=O	36	94	102	-71*	-61*	-59*	-15*	-54*	4.2*
C/C=C\[C@]1(O)[C@@]2(O)C(=O)O[C@]13C(=Cc1c(OC)ccc(OC)c1[C@@H]3O)C(=O)C2C (stereo partly specified)	111	95	99	78	100	131	103	10	104
COc1ccc(C(=O)CSc2nnc3n2N=C(c2ccc(OC)cc2)CS3)cc1	109	85	97	108	89	87	93	69	103
Clc1cnc(OCCc2ccncc2)nc1-n1cnc2ccccc21	90	85	92	112	98	98	89	71	89
CCCCCCCCCCCC(=O)N(CC)CC	102	87	95	105	98	83	86	101	105
COc1ccc(-c2c3c(cc4ncn(Cc5ccccc5)c24)COC3=O)cc1	109	79	114	131	98	48	99	107	124
N#C/C(=C\c1ccc(Cl)cc1)C(=O)NNc1nc2ccccc2[nH]c1=O	105	.	104	110	103	104	98	91	101
CCCCNC(=O)Oc1ccc(/C(=C(/C)Cc2ccc(OC)cc2)c2ccc(OCCN3CCOCC3)cc2)cc1	101	91	93	109	80	99	92	73	96
CCOC(=O)C1(c2ccccc2)CCOC1=O (stereo unspecified)	111	98	123	104	103	115	100	91	105
CC(C)OC(=O)Nc1cc(Cl)ccc1Cl	104	91	95	113	95	106	83	73	107
Cc1ccc(/C=C2\CN(C(=O)C(Cl)Cl)C/C(=C\c3ccc(C)cc3)C2=O)cc1	-56*	-89*	-54*	-63*	-5.7*	-88*	-12*	-37*	-36*
COc1ccc(-c2cc(-c3ccccc3)nc(SCCCCCC(=O)NO)n2)cc1	52	57	74	38	23	39	80	10	62
COc1ccc(CNC(=O)c2ccc(Nc3ccc(Cl)nn3)cc2)cc1	101	76	114	101	101	105	96	84	97
CC(/C=C/C(O)=C1/C(=O)CNC1=O)=C\[C@@H](C)[C@H]1O[C@@]2(C)O[C@H](C(=O)[C@@H]3O[C@@]32C)[C@@H]1C	114	.	106	127	107	49	102	96	101
C=CC(=O)NC(=O)Nc1ccccc1Cl	102	109	90	89	70	89	94	6.1*	103
CC(C)(CC(C)(N)C(=O)O)OCc1ccccc1 (stereo unspecified)	109	88	99	108	101	107	97	91	96

Laid out differently: entries from further up.
molecule,NCI-H460,A498,NCI-H322M,COLO 205,HT29,RXF 393,NCI-H226,NCI-H522,NCI-H23
CC(/C=C/C(O)=C1/C(=O)CNC1=O)=C\[C@@H](C)[C@H]1O[C@@]2(C)O[C@H](C(=O)[C@@H]3O[C@@]32C)[C@@H]1C,114,.,106,127,107,49,102,96,101
CCOC(=O)C1(c2ccccc2)CCOC1=O (stereo unspecified),111,98,123,104,103,115,100,91,105

More compounds follow:
SMILES	NCI-H460	A498	NCI-H322M	COLO 205	HT29	RXF 393	NCI-H226	NCI-H522	NCI-H23
Cc1ccc2nc(-c3ccc(OCC(=O)N=Nc4c(O)[nH]c5ccc(Cl)cc45)cc3)[nH]c2c1	104	84	104	93	98	110	94	97	95
O=[N+]([O-])c1ccc(Oc2ccccc2)cc1	102&103	97&106	111&104	110&109	103&113	118&117	103&103	103&108	105&96
CCCCn1c(=O)c(C(c2c(O)c3cc(C)ccc3oc2=O)c2cn(Cc3ccccc3)c3ccc(F)cc23)cc2cc(Cl)ccc21 (stereo unspecified)	103	84	117	113	104	.	92	89	96
Cc1cccc[n+]1CC(=O)c1cccc2ccccc12	112	91	104	112	104	104	100	113	100
